All columns: NCI-60 one-dose screen, growth in % after 48 h at 10 µM unless noted; 100 = growth as untreated, 0 = no growth, -100 = all killed.
TK-10 – TK-10 renal cancer cells; actives 3.9% (n = 81,000); AID 1794769
SK-OV-3 – SK-OV-3 ovarian cancer cells; actives 3.2% (n = 80,000)
UO-31 – UO-31 renal cancer. actives 5.2% (n = 81,000). AID 1794768
OVCAR-5 – OVCAR-5 ovarian cancer. actives 2.9% (n = 82,000). AID 1794783
786-0 – 786-0 renal cancer cells; actives 5.1% (n = 81,000); AID 1794775
IGROV1 – IGROV1 ovarian cancer; actives 4.7% (n = 79,000); AID 1794786
SN12C – SN12C renal cancer cells | actives 3.8% (n = 81,000) | AID 1794767
OVCAR-4 – OVCAR-4 ovarian cancer cells; actives 3.7% (n = 80,000); AID 1794784
Starred values were filed as active, the others as inactive; . = no result given; & = joins results of further samples. The calls were made as follows: active = growth percent below 10; inactive = the rest.

nr	smiles	TK-10	SK-OV-3	UO-31	OVCAR-5
1	COc1ccc(C(=O)CSc2nc(-c3cccnc3)cc(-c3ccc(OC)c(OC)c3)c2C#N)cc1	106	.	59	102
2	O=S(=O)(NCCCNc1nccc(-c2c(-c3ccc(F)c(O)c3)nc3sccn23)n1)c1ccc(F)cc1	28	18	-1.8*	24
3	CNC(=O)c1c(NC(=O)c2ccc(F)cc2)sc2c(CN(C)C)c(O)ccc12	96	77	57	113
4	CCOC(=O)C(C)(c1ccccc1)c1ccccc1	102	99	94	107
5	CCN(CC)Cc1nnc(CCC(=O)c2nc3ccccc3[nH]2)o1	112	100	72	103
6	COc1ccc2[nH]c3c(c(=O)c2c1)CCCC3	105	108	102	105
7	O=C1c2ccccc2-c2c1c1cnccc1c(=O)n2CCCn1ccnc1	91	100	36	115
8	O=C(Nc1ccc(OCC(=O)c2ccc(Cl)cc2)cc1)Nc1ccc(Cl)c(C(F)(F)F)c1	72	33	14	61

nr	786-0	IGROV1	SN12C	OVCAR-4
1	79	94	85	92
2	14	0.9*	4.8*	3.9*
3	97	84	93	92
4	119	106	102	111
5	102	83	85	94
6	101	101	96	104
7	88	73	77	77
8	26	40	58	38

nr	smiles	TK-10	SK-OV-3	UO-31	OVCAR-5
9	CCOC(=O)Cn1nnc(-c2ccc(OCc3ccccc3F)cc2)n1	105	93	58	93
10	O=[N+]([O-])c1ccc2c(c1)/C(=C/c1ccc(Cl)cc1)c1ccccc1-2	94	91	75	100
11	Cn1c(=O)c2[nH]c(Cl)nc2n(C)c1=O	102	109	82	110
12	CC(C)(C#N)N1CCN(c2ccccc2Cl)CC1	104	103	82	97
13	N#C/C(=C\c1ccco1)c1ccc([N+](=O)[O-])cc1	122	115	100	114
14	COc1cc2c(cc1OC)=NC(=O)/C(=C\c1sc(Nc3ccc(S(N)(=O)=O)cc3)nc1O)C=2	109	108	90	103
15	Cc1ccc(C(=O)c2oc3ccc4c(C)cc(=O)oc4c3c2C)cc1	27	47	9.5*	66
16	Fc1ccccc1C1CC(c2ccccc2Cl)=NN1c1ccc(-c2ccccc2)nn1 (stereo not given)	111	97	60	96

nr	786-0	IGROV1	SN12C	OVCAR-4
9	97	88	98	86
10	88	102	101	105
11	110	107	108	101
12	98	106	108	119
13	92	107	117	96
14	97	94	94	102
15	57	.	30	34
16	98	74	91	82

As entered above:
786-0, cpd 16 = 98
TK-10, cpd 1 = 106
IGROV1, cpd 5 = 83

Continuation.
nr	smiles	TK-10	SK-OV-3	UO-31	OVCAR-5
17	COc1ccc(C2=C(Nc3ccc(C(=O)Nc4ccc(Cl)cc4)cc3)C(=O)N(C)C2=O)cc1	106	68	58	115
18	CC(=O)C1CCC2C3CC=C4CC(O)CCC4(CO)C3CCC12C (stereo not given)	99	97	80	115
19	N/C(=N\c1nc2ccccc2s1)NC(=O)Nc1ccccc1[N+](=O)[O-]	53	3.0*	27	11
20	O=C1/C(=C/c2ccc([N+](=O)[O-])o2)Oc2ccc(Br)cc21	-28*	92	-19*	105
21	CC1(C)OC(=O)CC1=O	87	92	93	101
22	CCCC(NC(=O)CNC(=O)c1cccc(N2C(=O)/C(=C/c3ccccc3)SC2=S)c1)C(=O)O (stereo not given)	108	111	79	97
23	N#Cc1c(-c2ccc(F)cc2)nc(SCc2ccccc2)nc1N1CCNCC1	-88*	-68*	-83*	-96*
24	O=C(NCc1ccccc1)c1cccc(N=Cc2ccccc2O)c1	97	105	84	110

nr	786-0	IGROV1	SN12C	OVCAR-4
17	97	96	81	95
18	96	105	100	105
19	11	20	5.6*	35
20	28	-18*	40	5.1*
21	98	107	105	106
22	106	103	103	106
23	-94*	-96*	-94*	-75*
24	105	104	95	99

nr	smiles	TK-10	SK-OV-3	UO-31	OVCAR-5
25	CCn1cnc2c1c(=O)[nH]c(=O)n2Cc1ccc(CNS(=O)(=O)c2ccc(OC3CCOCC3)c(F)c2)cc1	96	86	79	84
26	OCCCN1CNC(=S)NC1	105	102	89	107
27	CCCCCCCCCCCCC1CCC(=O)O1 (stereo not given)	102	102	93	85
28	Cc1ccc(S(=O)(=O)c2nc(S(=O)(=O)c3ccc(C)cc3)c(Cl)s2)cc1	-50*	133	-6.4*	32
29	C=C(C)[C@@H]1CC[C@]2(C)[C@H](CC=C3[C@@H]4[C@@H](C)[C@H](C)CC[C@]4(C=O)CC[C@]32C)[C@@]1(C)CCCN	88	106	80	94
30	C[C@@H](O)[C@@H]1NC(=O)[C@@H](CCCCN)NC(=O)[C@H](Cc2c[nH]c3ccccc23)NC(=O)[C@@H](Cc2ccccc2)NC(=O)[C@H](NC(=O)[C@H](N)Cc2ccccc2)CSSC[C@H](C(=O)N[C@H](CO)[C@@H](C)O)NC1=O	107	103	81	86
31	N#C/C(=C\c1ccc(F)cc1)C(=O)Nc1cc(-c2ccccc2)nn1-c1ccccc1	97	112	86	107
32	C/C(=N\Nc1ncnc2c1c(C)nn2C)c1ccc(Br)cc1	91	105	88	93

nr	786-0	IGROV1	SN12C	OVCAR-4
25	79	95	82	57
26	104	.	101	103
27	86	87	99	94
28	-50*	45	-21*	-26*
29	88	94	88	111
30	105	.	.	109
31	103	102	100	105
32	93	103	94	98

nr	smiles	TK-10	SK-OV-3	UO-31	OVCAR-5
33	O=C(/C=C/c1ccncc1F)c1ccc(N2CCNCC2)cc1	96	97	90	112
34	CC(NCCO)c1ccccc1 (stereo not given)	96	105	77	79
35	C=CC1(O)CCCCC1	117	110	101	99
36	O=C(CCN1CCCC1)Nc1ccc2c(Nc3ccccc3)c3ccccc3nc2c1	1.7*	24	-28*	20
37	CNC(=S)NC	100	107	81	92
38	CC(=O)Nc1ccc(C=Nc2ccc3ccccc3c2)cc1	106	109	98	117
39	C=C1CC[C@@H]2[C@](C)(COC(C)=O)[C@H](OC(C)=O)CC[C@@]2(C)[C@@H]1CC(Sc1ccccc1)C1=CCOC1=O (stereo not given in full)	11	58	36	40
40	COc1cccc(C(=O)Nc2ccc(-c3cc(=O)c4c(O)c(OC)c(OC)cc4o3)cc2)c1	110	109	93	94

nr	786-0	IGROV1	SN12C	OVCAR-4
33	103	97	99	111
34	94	88	93	92
35	101	102	105	113
36	10	13	13	-5.0*
37	107	121	94	103
38	106	105	99	108
39	-31*	25	1.3*	100
40	107	109	96	102

nr	smiles	TK-10	SK-OV-3	UO-31	OVCAR-5
41	CCOC(=O)CCC(=O)Oc1coc(CSc2nc3ccccc3s2)cc1=O	108	96	.	106
42	Cc1ccc(S(=O)(=O)NCCNc2nccc(-c3c(-c4ccc(F)cc4)nc4sccn34)n2)cc1	57	74	21	91
43	O=C(/C=C(/C=C/c1cc(F)ccc1OC(=O)c1ccccc1Nc1cccc(C(F)(F)F)c1)OB(F)F)/C=C/c1cc(F)ccc1OC(=O)c1ccccc1Nc1cccc(C(F)(F)F)c1	93	91	80	99
44	COc1ccc(-c2nn(-c3ccccc3)cc2-c2c3c(nn2-c2ccccc2)CC(C)(C)CC3=O)cc1	137	94	66	106
45	Oc1ccc(/C=N/NC(=S)Nc2ccccc2)nc1	31	19	-2.1*	34
46	CSc1ncnc(SC)c1Cl	81	85	94	101
47	O=C(CCCn1c(=O)oc2ccccc21)Nc1nc2c(s1)CCCC2	327	112	89	90
48	CC(=O)N1CCNCC1	86	104	94	108

nr	786-0	IGROV1	SN12C	OVCAR-4
41	99	99	98	101
42	69	19	57	72
43	91	99	93	101
44	99	102	92	89
45	-21*	23	20	.
46	98	117	97	116
47	109	95	120	94
48	100	101	100	123

nr	smiles	TK-10	SK-OV-3	UO-31	OVCAR-5
49	Cc1ccc(C(=O)CSc2nnc3sc(Nc4ccc(C#N)cc4)nn23)cc1	115	97	85	102
50	C/C(=N\N=C\c1ccc(N(C)C)cc1)c1nnn(-c2ccc(Cl)cc2)c1C	113	118	87	105
51	COc1ccc(C(c2cc(OC)c(OC)c(OC)c2)n2cncn2)cc1O (stereo not given)	61	20	58	73
52	COc1ccc(/C=C2\CCC3C(=O)CCCC3(C)C2=O)cc1 (stereo not given)	103	111	88	102
53	COc1ccc(-c2nnc(COc3ccc(NS(=O)(=O)c4ccc(OC)cc4)cc3F)o2)cc1	81	84	51	94
54	CC1=NN(c2cc(Cl)c(S(=O)(=O)O)cc2Cl)C(=O)C1	104&112	99&108	92&97	104&99
55	COc1cc(-c2nnc3c4[nH]ccc4ncn23)ccc1O	57	63	51	83
56	Clc1ccc(/C=N\N=C\c2ccc(Cl)c(Cl)c2)cc1Cl	97	87	77	67

nr	786-0	IGROV1	SN12C	OVCAR-4
49	95	111	100	109
50	107	110	102	111
51	28	49	39	72
52	104	94	98	103
53	75	84	90	57
54	107&109	102&92	92&106	109&111
55	60	43	55	78
56	97	79	87	98

nr	smiles	TK-10	SK-OV-3	UO-31	OVCAR-5
57	Fc1ccccc1Cc1cn2cc(-c3ccc(Cl)cc3)nc2s1	102	124	96	99
58	C=C(C)[C@@H]1CC[C@]2(C(=O)NC3CCCCC3)CC[C@]3(C)[C@H](CC[C@@H]4[C@@]5(C)CCC(=O)C(C)(C)[C@@H]5CC[C@]43C)[C@@H]12	95	97	76	97
59	CC(=O)c1cc2c(N)c(C(=O)Nc3ccccn3)sc2nc1C	91	48	87	89
60	CO[C@H]1CC(c2ccc[nH]2)=N[C@]12O[C@@H](C)C[C@@H]1CCCCCCCc3ccc([nH]3)[C@H]12	15	30	-16*	30
61	CC(=O)Nc1cc(-c2ccc(C#N)n2C)ccc1F	98	105	92	100
62	CCOC(=O)C(=O)NC1CC=CCC1c1ccc2c(c1)OCO2 (stereo not given)	94	98	82	99
63	CC(C)OC(=O)Nc1cc(F)ccc1F	98	101	90	94
64	Cc1ccc[n+](/C=C/c2ccccc2)c1	115	110	91	97

nr	786-0	IGROV1	SN12C	OVCAR-4
57	96	99	92	87
58	86	101	86	82
59	88	93	93	99
60	12	29	34	29
61	94	106	107	88
62	111	111	96	103
63	103	94	99	106
64	102	88	114	111

Compound profiles (already shown). Values in the order: TK-10	SK-OV-3	UO-31	OVCAR-5	786-0	IGROV1	SN12C	OVCAR-4
C=C(C)[C@@H]1CC[C@]2(C(=O)NC3CCCCC3)CC[C@]3(C)[C@H](CC[C@@H]4[C@@]5(C)CCC(=O)C(C)(C)[C@@H]5CC[C@]43C)[C@@H]12 is listed with 95	97	76	97	86	101	86	82
Fc1ccccc1Cc1cn2cc(-c3ccc(Cl)cc3)nc2s1 is listed with 102	124	96	99	96	99	92	87
CC(C)OC(=O)Nc1cc(F)ccc1F is listed with 98	101	90	94	103	94	99	106

The listing continues.
nr	smiles	TK-10	SK-OV-3	UO-31	OVCAR-5
65	COc1ccc(NC(=O)c2ccc(NC3=C(c4ccc(Cl)cc4)C(=O)NC3=O)cc2)cc1	83	70	65	100
66	Brc1ccc2[nH]cc(-c3csc4nc(-c5ccccc5)cn34)c2c1	150	77	60	98
67	Cc1nc2c(cnn2-c2ccccc2)c(=O)n1-c1ccc(NC(=O)c2ccc(Cl)cc2)cc1	80	88	.	94
68	O=C(CCCCC[P+](c1ccccc1)(c1ccccc1)c1ccccc1)NC(COC(=O)C(Cl)Cl)(COC(=O)C(Cl)Cl)COC(=O)C(Cl)Cl	87	94	94	99
69	COc1ccc(OC2=CC(=O)c3ccc(C)nc3C2=O)cc1	112	.	92	114
70	O=C(Nc1cccc(-n2cc(-c3ccncc3)c(-c3ccc(Cl)c(O)c3)n2)c1)Nc1ccc(Cl)c(C(F)(F)F)c1	-1.6*	7.5*	-6.1*	23
71	O=C(/C=C/c1ccc(Oc2ccc(Br)cc2)cc1)c1cc2ccccc2oc1=O	150	86	45	112
72	CNC(=O)c1cc(Oc2cccc3nc(NC(=O)Nc4ccc(F)cc4F)ccc23)ccn1	-38*	35	10	70

nr	786-0	IGROV1	SN12C	OVCAR-4
65	89	93	89	84
66	102	75	80	84
67	80	79	83	46
68	100	100	97	100
69	109	88	88	.
70	4.7*	10	7.5*	-3.4*
71	109	65	72	92
72	-49*	35	11	-63*

Assay outcomes as filed in PubChem BioAssay.
